Compound activity from PubChem.
KCNQ1 block = inhibitors of human KCNQ1 potassium channel | actives 1.3% (n = 310,000) | AID 2642 | B-score at 10 µM | CHO-K1 KCNQ1, FluxOR thallium flux fluorescence; stronger effect = higher value | P51787;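 active = compounds whose thallium flux B-score, printed positive for inhibition, exceeds three library SD while starting fluorescence stays within three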;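 note: channel opened by potassium depolarization with thallium stimulus after 20 min compound exposure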
TRPC4 PAM = allosterically enhances the mouse TRPC4 cation channel. HEK293 TRPC4beta/mu-opioid, DAMGO EC20, Fluo-4 Ca2+ flux; stronger effect = higher value. B-score at 10 µM. AID 2227. Q9QUQ5. actives 0.42% (n = 310,000);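 active = B-score of calcium response area above 5 SD of library B-scores, with initial fluorescence ratio within 5 SD of library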;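 note: B-score of integrated fluorescence ratio over time as area under calcium response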
KCNK9 inh = blocks the human KCNK9 two-pore domain potassium channel | HEK293 KCNK9, FluxOR thallium flux fluorescence; stronger effect = lower value | actives 1.2% (n = 310,000) | B-score at 10 µM;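 active = ratio B-score over 3 SD below the library mean, with starting fluorescence within 5 SD of its mean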;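 note: negative B-score means less thallium flux so channel inhibition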
KCNQ1 act = potentiators or activators of human KCNQ1 potassium channel. P51787. CHO-K1 KCNQ1, thallium flux FluxOR fluorescence; stronger effect = higher value. B-score at 10 µM. actives 0.35% (n = 310,000). AID 2648;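 active = fluorescence ratio B-score, a plate-corrected score, at least three library SD, with initial intensity B-score within 5 SD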
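Schedule – 37 °C overnight plating, 90-min dark dye load, 20-min compound pretreatment · System – stable KCNQ1 CHO-K1 line · Probe or stimulus – thallium- and potassium-containing depolarizing buffer · Measured by – kinetic FluxOR fluorescence, 10 s baseline plus 110 s post-stimulus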
Platelet DG rel = modulates dense granule release in human platelets; inhibition, %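 (compounds screened at 7.5 µM in platelet-rich plasma)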; actives 0.22% (n = 300,000); AID 1663; human platelet-rich plasma, SFLLRN dense granule ATP release, luminescence;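 active = mean replicate score, as percent of positive control, at or above 50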
hERG rescue = compounds protecting human hERG from proarrhythmic drug block | CHO-hERG, FluxOR thallium flux, dofetilide IC70 present | Q12809 | activation (rescue from dofetilide block), less the hit threshold, % at 10 µM | actives 0.51% (n = 310,000) | AID 1511;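 active = activation above the mean of controls blocked by dofetilide plus 5 SD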;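 note: thallium influx through hERG after potassium depolarization seen as dye fluorescence rise; in these data hits start at about 4.7%; inactives centre near -7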
Target sequence (Q12809 whole entry, looked up): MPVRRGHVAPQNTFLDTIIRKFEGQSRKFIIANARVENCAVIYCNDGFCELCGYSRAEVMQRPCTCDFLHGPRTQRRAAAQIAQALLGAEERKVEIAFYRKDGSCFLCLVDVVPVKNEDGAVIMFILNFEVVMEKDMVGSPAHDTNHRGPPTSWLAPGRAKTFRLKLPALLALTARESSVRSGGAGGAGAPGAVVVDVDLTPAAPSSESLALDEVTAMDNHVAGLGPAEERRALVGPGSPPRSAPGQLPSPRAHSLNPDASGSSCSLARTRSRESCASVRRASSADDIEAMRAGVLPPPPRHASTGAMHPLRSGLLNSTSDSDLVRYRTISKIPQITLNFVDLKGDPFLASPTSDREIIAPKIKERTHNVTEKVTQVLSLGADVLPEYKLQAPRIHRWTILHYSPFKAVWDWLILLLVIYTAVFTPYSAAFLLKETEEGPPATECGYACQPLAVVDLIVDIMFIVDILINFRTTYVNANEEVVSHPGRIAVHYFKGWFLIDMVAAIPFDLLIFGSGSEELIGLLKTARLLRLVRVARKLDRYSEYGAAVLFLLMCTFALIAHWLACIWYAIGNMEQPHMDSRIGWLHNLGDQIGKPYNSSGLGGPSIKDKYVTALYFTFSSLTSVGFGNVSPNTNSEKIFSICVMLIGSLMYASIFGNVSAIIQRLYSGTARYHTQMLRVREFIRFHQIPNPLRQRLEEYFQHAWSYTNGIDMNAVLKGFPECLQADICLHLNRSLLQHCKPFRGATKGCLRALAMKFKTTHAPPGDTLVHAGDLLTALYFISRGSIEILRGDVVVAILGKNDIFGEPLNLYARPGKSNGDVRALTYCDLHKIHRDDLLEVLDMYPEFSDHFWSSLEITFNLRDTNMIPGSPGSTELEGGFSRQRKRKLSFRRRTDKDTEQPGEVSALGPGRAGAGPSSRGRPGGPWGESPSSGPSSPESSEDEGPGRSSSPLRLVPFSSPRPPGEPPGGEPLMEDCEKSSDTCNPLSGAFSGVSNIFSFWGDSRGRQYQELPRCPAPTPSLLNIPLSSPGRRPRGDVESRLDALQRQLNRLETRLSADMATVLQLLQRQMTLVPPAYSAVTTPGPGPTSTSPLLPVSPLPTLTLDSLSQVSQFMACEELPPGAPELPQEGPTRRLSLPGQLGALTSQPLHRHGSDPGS
TRPC4 agonist = TRPC4 (mouse) channel activation; Q9QUQ5; HEK293 TRPC4beta/mu-opioid, Fluo4 calcium fluorescence; stronger effect = higher value; B-score at 10 µM; actives 0.49% (n = 310,000);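 active = B-score above 5 SD of library B-scores, and initial fluorescence ratio not above library mean plus 5 SD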;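 note: positive B-score marks a calcium rise read as TRPC4 activation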
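System: HEK293 cells stably co-expressing mouse TRPC4beta and mu-opioid receptor; Schedule: Fluo4 dye loading 45 min at room temperature, 110 s recording; Detection: Fluo4 fluorescence, kinetic; Evaluation: B-scored integrated calcium fluorescence ratio; Controls: buffer (low) and maximal DAMGO (high).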
KCNK3 block = human KCNK3 channel inhibition, primary screen | CHO-KCNK3 thallium flux, FluxOR fluorescence; stronger effect = lower value | B-score at 10 µM | actives 0.84% (n = 340,000) | AID 602410;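 active = B-score under library mean minus 4 SD, starting fluorescence ratio at most library mean plus 5 SD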;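 note: more negative B-score means stronger inhibition of thallium flux through KCNK3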
PolyA inh = yeast polyadenylation inhibition; AID 1875; actives 0.02% (n = 300,000); calls only at 12 µM; S. cerevisiae SKY197-pL101 polyadenylation reporter, beta-gal luminescence; efflux-impaired pdr1/pdr3 knockout yeast; score 100 = 6 SD above DMSO;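 active = lowest replicate activity score at least 50, where 100 means six control SD above control mean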;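 note: yeast exposed to compound for 9 h at 30 °C; higher score means more reporter readthrough which indicates perturbed polyadenylation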
TRPC4 inh = blocks the mouse TRPC4 cation channel; AID 2247; Q9QUQ5; HEK293 TRPC4beta/mu-opioid, DAMGO-evoked Fluo4 calcium flux; stronger effect = lower value; actives 0.39% (n = 300,000); B-score at 10 µM;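 active = B-score over 3 SD under the library average, no early fluorescence shift, positive overall ratio signal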
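Assay system – HEK293 line stably carrying TRPC4beta and mu-opioid receptor · Doses – single dose · Detection – Fluo4 calcium-dye fluorescence, kinetic read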
Dyrk1A ADPGlo = blocks rat Dyrk1A kinase activity | actives 0.43% (n = 310,000) | inhibition, % at 12.5 µM | ADP-Glo luminescence, NFATc1 peptide; in the data active = inhibition above about 50%;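 note: plate controls were vehicle with enzyme for no effect and no enzyme for full effect; many of its hits are not listed in these tables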
Starred values were filed as active, the others as inactive. This is a subset (hit frequency here may not be typical).

For COc1cccc(NC2SC(=O)N(c3ccccc3)C2=O)c1 (centres undefined) the results were KCNQ1 block inactive, TRPC4 PAM inactive, KCNK9 inh inactive, KCNQ1 act inactive, Platelet DG rel -18, hERG rescue -8, TRPC4 agonist inactive, KCNK3 block inactive, PolyA inh inactive, TRPC4 inh inactive and Dyrk1A ADPGlo -4.
For Cc1cccc(C)c1OCc1nnc2c3cnn(C)c3ncn12 the results were KCNQ1 block inactive, TRPC4 PAM inactive, KCNK9 inh inactive, KCNQ1 act inactive, Platelet DG rel -9, hERG rescue -7, TRPC4 agonist inactive, KCNK3 block inactive, PolyA inh inactive, TRPC4 inh inactive and Dyrk1A ADPGlo 0.
`COc1ccc(CC(=O)N(C)Cc2cccc(F)c2)cc1S(=O)(=O)N1CCOCC1` gave KCNQ1 block inactive, TRPC4 PAM inactive, KCNK9 inh inactive, KCNQ1 act inactive, Platelet DG rel 9, hERG rescue -19, TRPC4 agonist inactive, KCNK3 block inactive, PolyA inh inactive, TRPC4 inh inactive and Dyrk1A ADPGlo -3.
`Cc1nn(C)cc1NC(=O)CCSc1nc(-c2ccco2)cc(C(F)(F)F)n1` gave KCNQ1 block inactive, TRPC4 PAM inactive, KCNK9 inh inactive, KCNQ1 act inactive, Platelet DG rel 5, hERG rescue -4, TRPC4 agonist inactive, KCNK3 block inactive, PolyA inh inactive, TRPC4 inh inactive and Dyrk1A ADPGlo -29.
Screening CS(=O)(=O)Nc1cc2c3c(c1)CCC(=O)N3CCC2 returned KCNQ1 block inactive, TRPC4 PAM inactive, KCNK9 inh inactive, KCNQ1 act inactive, Platelet DG rel -19, hERG rescue -3, TRPC4 agonist inactive, KCNK3 block inactive, PolyA inh inactive, TRPC4 inh inactive and Dyrk1A ADPGlo 0.
Screening Cc1ccc([N+](=O)[O-])c2cccnc12 returned KCNQ1 block inactive, TRPC4 PAM inactive, KCNK9 inh inactive, KCNQ1 act inactive, Platelet DG rel 10, hERG rescue -9, TRPC4 agonist inactive, KCNK3 block inactive, PolyA inh inactive, TRPC4 inh inactive and Dyrk1A ADPGlo -2.
COc1ccc(-c2nn(-c3ccccc3)cc2C(=O)N2CCN(S(=O)(=O)c3ccccc3C#N)CC2)cc1 was read as KCNQ1 block inactive, TRPC4 PAM inactive, KCNK9 inh inactive, KCNQ1 act inactive, Platelet DG rel 7, hERG rescue -10, TRPC4 agonist inactive, KCNK3 block inactive, PolyA inh inactive, TRPC4 inh inactive and Dyrk1A ADPGlo 12.
Screening Cc1cc(NC(=O)CCC(=O)N(c2ccccc2)C(C(=O)NC2CCCC2)c2ccncc2)no1 (centres undefined) returned KCNQ1 block inactive, TRPC4 PAM inactive, KCNK9 inh inactive, KCNQ1 act inactive, Platelet DG rel 7, hERG rescue -7, TRPC4 agonist inactive, KCNK3 block inactive, PolyA inh inactive, TRPC4 inh inactive and Dyrk1A ADPGlo -6.
`CCOC(=O)C(C)Oc1ccc2c(-c3cccc([N+](=O)[O-])c3)cc(=O)oc2c1` (centres undefined) gave KCNQ1 block inactive, TRPC4 PAM inactive, KCNK9 inh inactive, KCNQ1 act inactive, Platelet DG rel -2, hERG rescue 0, TRPC4 agonist inactive, KCNK3 block inactive, PolyA inh inactive, TRPC4 inh inactive and Dyrk1A ADPGlo 0.
Screening Cn1c(SCC(=O)OC2CCCCC2)nnc1-c1ccc2c(c1)OCO2 returned KCNQ1 block inactive, TRPC4 PAM inactive, KCNK9 inh inactive, KCNQ1 act inactive, Platelet DG rel 7, hERG rescue -8, TRPC4 agonist inactive, KCNK3 block inactive, PolyA inh inactive and TRPC4 inh inactive.
Cc1cc(C)n(-c2ccc(C(=O)Nc3ccc(S(=O)(=O)N(C)C)cc3)cc2)n1 was read as KCNQ1 block inactive, TRPC4 PAM inactive, KCNK9 inh inactive, KCNQ1 act inactive, Platelet DG rel -18, hERG rescue -8, TRPC4 agonist inactive, KCNK3 block inactive, PolyA inh inactive, TRPC4 inh inactive and Dyrk1A ADPGlo -4.
Screening CCOC(=O)c1cc(-c2ccccc2)sc1NC(=O)CSc1nncs1 returned KCNQ1 block inactive, TRPC4 PAM inactive, KCNK9 inh inactive, KCNQ1 act inactive, Platelet DG rel 2, hERG rescue -2, TRPC4 agonist inactive, KCNK3 block inactive, PolyA inh inactive, TRPC4 inh inactive and Dyrk1A ADPGlo 1.
Screening COc1ccccc1CCc1nnc(CCC(=O)NCC[C@@H]2C[C@@H]3C=C[C@H]2C3)o1 returned KCNQ1 block inactive, TRPC4 PAM inactive, KCNK9 inh inactive, KCNQ1 act inactive, Platelet DG rel 3, hERG rescue -24, TRPC4 agonist inactive, KCNK3 block inactive, PolyA inh inactive, TRPC4 inh inactive and Dyrk1A ADPGlo 4.
For COc1ccccc1N(CC(=O)NC(C)(C)C)C(=O)CCC(=O)Nc1nccs1 the results were KCNQ1 block inactive, TRPC4 PAM inactive, KCNK9 inh inactive, KCNQ1 act inactive, Platelet DG rel 1, hERG rescue -4, TRPC4 agonist inactive, KCNK3 block inactive, PolyA inh inactive, TRPC4 inh inactive and Dyrk1A ADPGlo -2.
`CCOc1ccccc1NC(=O)CSc1nnc(-c2ccccc2Cl)n1Cc1ccco1` gave KCNQ1 block inactive, TRPC4 PAM inactive, KCNK9 inh -10*, KCNQ1 act inactive, Platelet DG rel 9, hERG rescue -7, TRPC4 agonist inactive, KCNK3 block inactive, PolyA inh inactive, TRPC4 inh inactive and Dyrk1A ADPGlo -4.
For CCOC(=O)C1=C(CCc2ccccc2)NC(=O)NC1c1ccc(Br)cc1 (centres undefined) the results were KCNQ1 block inactive, TRPC4 PAM inactive, KCNK9 inh inactive, KCNQ1 act inactive, Platelet DG rel 4, hERG rescue -10, TRPC4 agonist inactive, KCNK3 block inactive, PolyA inh inactive, TRPC4 inh inactive and Dyrk1A ADPGlo -9.
Cc1n[nH]c(=O)c2c1nnn2Cc1ccccc1Cl was read as KCNQ1 block inactive, TRPC4 PAM inactive, KCNK9 inh inactive, KCNQ1 act inactive, Platelet DG rel 5, hERG rescue -1, TRPC4 agonist inactive, KCNK3 block inactive, PolyA inh inactive, TRPC4 inh inactive and Dyrk1A ADPGlo 1.
For CCCOc1cccc(-c2nn(-c3ccccc3)cc2/C=C(\C#N)C(=O)NCCCn2ccnc2)c1 the results were KCNQ1 block inactive, TRPC4 PAM inactive, KCNK9 inh inactive, KCNQ1 act inactive, Platelet DG rel 4, hERG rescue -4, TRPC4 agonist inactive, KCNK3 block inactive, PolyA inh inactive, TRPC4 inh inactive and Dyrk1A ADPGlo 6.
COc1ccccc1CNC(=O)COc1ccc([N+](=O)[O-])cc1 was read as KCNQ1 block inactive, TRPC4 PAM inactive, KCNK9 inh inactive, KCNQ1 act inactive, Platelet DG rel 0, hERG rescue -2, TRPC4 agonist inactive, KCNK3 block inactive, PolyA inh inactive, TRPC4 inh inactive and Dyrk1A ADPGlo -4.
Screening COc1ccc(Cn2c(-c3ccc(Br)cc3)c[n+]3ccccc23)cc1 returned KCNQ1 block inactive, TRPC4 PAM inactive, KCNK9 inh inactive, KCNQ1 act inactive, Platelet DG rel -2, hERG rescue -14, TRPC4 agonist inactive, KCNK3 block inactive, PolyA inh inactive, TRPC4 inh inactive and Dyrk1A ADPGlo 4.
CSc1nnc2c3ccccc3c3ccccc3c2n1 was read as KCNQ1 block inactive, TRPC4 PAM inactive, KCNK9 inh inactive, KCNQ1 act inactive, Platelet DG rel -2, hERG rescue -6, TRPC4 agonist inactive, KCNK3 block inactive, PolyA inh inactive, TRPC4 inh inactive and Dyrk1A ADPGlo -1.
`CCc1ccccc1N1CN(Cc2ccco2)CNC1=S` gave KCNQ1 block inactive, TRPC4 PAM inactive, KCNK9 inh inactive, KCNQ1 act inactive, hERG rescue -5, TRPC4 agonist inactive, KCNK3 block inactive, PolyA inh inactive, TRPC4 inh inactive and Dyrk1A ADPGlo -1.
For COc1ccc(Br)c(C(=O)N2CCN(S(=O)(=O)c3cccs3)CC2)c1 the results were KCNQ1 block inactive, TRPC4 PAM inactive, KCNK9 inh inactive, KCNQ1 act inactive, Platelet DG rel 4, hERG rescue -12, TRPC4 agonist inactive, KCNK3 block inactive, PolyA inh inactive and TRPC4 inh inactive.
`CC(C)c1ccc(NC(=O)C(c2ccc3c(c2)OCO3)N2CCCCC2)cc1` (centres undefined) gave KCNQ1 block inactive, TRPC4 PAM inactive, KCNK9 inh -7.4*, KCNQ1 act inactive, Platelet DG rel 0, hERG rescue -19, TRPC4 agonist inactive, KCNK3 block inactive, PolyA inh inactive, TRPC4 inh inactive and Dyrk1A ADPGlo -4.
Cc1c(-c2ccccc2)[n+](=O)c2c(n1[O-])CCC2 was read as KCNQ1 block inactive, TRPC4 PAM inactive, KCNK9 inh inactive, KCNQ1 act inactive, Platelet DG rel 7, hERG rescue -4, TRPC4 agonist inactive, KCNK3 block inactive, PolyA inh inactive, TRPC4 inh inactive and Dyrk1A ADPGlo -2.
For CCCCC(=O)Nc1nn(CCC)c2nc3ccccc3cc12 the results were KCNQ1 block inactive, TRPC4 PAM inactive, KCNK9 inh inactive, KCNQ1 act inactive, hERG rescue -3, TRPC4 agonist inactive, KCNK3 block inactive, PolyA inh inactive, TRPC4 inh inactive and Dyrk1A ADPGlo 0.
For CCCN(CCC)CCN1C(=O)C2C(C(=O)Nc3ccc(C)cc3)C3C=CC2(O3)C1C(=O)NC1CCCCC1 (centres undefined) the results were KCNQ1 block inactive, TRPC4 PAM inactive, KCNK9 inh inactive, KCNQ1 act inactive, Platelet DG rel 0, hERG rescue -5, TRPC4 agonist inactive, KCNK3 block inactive, PolyA inh inactive, TRPC4 inh inactive and Dyrk1A ADPGlo 0.

Not a retest: entries from further up.
For CCOC(=O)C1=C(CCc2ccccc2)NC(=O)NC1c1ccc(Br)cc1 (centres undefined) the results were KCNQ1 block inactive, TRPC4 PAM inactive, KCNK9 inh inactive, KCNQ1 act inactive, Platelet DG rel 4, hERG rescue -10, TRPC4 agonist inactive, KCNK3 block inactive, PolyA inh inactive, TRPC4 inh inactive and Dyrk1A ADPGlo -9.
Cc1n[nH]c(=O)c2c1nnn2Cc1ccccc1Cl was read as KCNQ1 block inactive, TRPC4 PAM inactive, KCNK9 inh inactive, KCNQ1 act inactive, Platelet DG rel 5, hERG rescue -1, TRPC4 agonist inactive, KCNK3 block inactive, PolyA inh inactive, TRPC4 inh inactive and Dyrk1A ADPGlo 1.
